Compound activity: PubChem, several laboratories
HCV core dimer – inhibitors of HCV core protein dimerization, primary screen, biochemical, TR-FRET, high-throughput; TR-FRET GST/Flag-core106 dimerization, 1536-well; inhibition, % at 5 µM; 0.33% of 300,000 active; AID 1899, 2009;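 active = inhibition above the mean of all tested compounds plus 3 SD, set per screening campaign, cut at about 45% in these data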
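Material: Tagged HCV core106 pair (GST and Flag) | Amount: GST-core106 13.5 nM, Flag-core106 17 nM | Medium: KF-containing HEPES buffer, pH 7.45, DTT, CHAPS, BSA | Reagent: Eu donor and XL665 acceptor anti-tag antibodies | Schedule: 4 h at 22.5 °C | Technique: Time-resolved FRET, ex 340 nm, em 617 and 671 nm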
PP5 inh – PP5 phosphatase inhibitors, primary screen, biochemical, fluorescence. AID 1987, 2009. inhibition, % at 6.7 µM. 0.18% of 320,000 active. purified PP5c, OMFP substrate fluorescence. Serine/threonine-protein phosphatase 5 (Homo sapiens), P53041;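 active = inhibition above the campaign's mean inhibition across all tested compounds plus 3 SD, cut at about 9.5% in these data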;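 note: 0% = DMSO only and 100% = 100 µM cantharidin control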
PP1 inh – PP1-alpha phosphatase inhibitors, primary screen, counter-screen for PP5 inhibitor project, biochemical, fluorescence, OMFP substrate, single point | Serine/threonine-protein phosphatase PP1-alpha catalytic subunit (Homo sapiens), P62136 | purified PP1alpha | 0.9% of 320,000 active | inhibition, % at 6.7 µM;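 active = inhibition above the mean inhibition of all tested compounds plus 3 SD, computed separately for each screening campaign, cut at about 15% in these data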
Target sequence (P62136 whole entry, looked up): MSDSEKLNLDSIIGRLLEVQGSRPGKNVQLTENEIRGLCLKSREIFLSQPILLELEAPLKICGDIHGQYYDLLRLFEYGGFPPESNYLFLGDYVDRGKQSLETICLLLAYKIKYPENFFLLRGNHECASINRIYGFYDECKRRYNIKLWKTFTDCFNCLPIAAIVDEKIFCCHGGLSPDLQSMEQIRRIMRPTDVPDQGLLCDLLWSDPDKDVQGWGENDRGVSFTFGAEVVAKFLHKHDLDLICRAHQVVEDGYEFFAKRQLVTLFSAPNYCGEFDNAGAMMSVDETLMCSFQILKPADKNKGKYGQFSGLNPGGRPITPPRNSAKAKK
EBNA-1 inhibitor – EBNA-1 DNA-binding inhibitors, primary screen, biochemical, fluorescence polarization; inhibition, % at 14.8 µM; 0.34% of 300,000 active; AID 1950, 2009; in the data active = inhibition above about 28%
Efflux pump mplx – inhibitors of Candida efflux pumps in yeast, primary screen, S. cerevisiae, Nile Red, multiplex; inhibition, % at 10 µM; S. cerevisiae Candida pump triplex; 0.44% of 330,000 active;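 active = plate passing quality check with inhibition over a set limit, or well fluorescence over plate mean plus 4 SD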;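 note: Nile Red retained in pooled yeast measured as flow cytometry median fluorescence; 0% = buffer negative control and 100% = Enniatin B positive control; higher means more Nile Red kept so more efflux inhibition; some compounds called inactive have numbers as strong as hits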
ZTA counter – counter-screen for EBNA-1 inhibitors: inhibitors of Epstein-Barr virus ZTA. P03206. 0.15% of 320,000 active. ZTA-DNA binding, fluorescence polarization. inhibition, % at 11 µM; in the data active = inhibition above about 33%
Target sequence (P03206 whole entry, looked up): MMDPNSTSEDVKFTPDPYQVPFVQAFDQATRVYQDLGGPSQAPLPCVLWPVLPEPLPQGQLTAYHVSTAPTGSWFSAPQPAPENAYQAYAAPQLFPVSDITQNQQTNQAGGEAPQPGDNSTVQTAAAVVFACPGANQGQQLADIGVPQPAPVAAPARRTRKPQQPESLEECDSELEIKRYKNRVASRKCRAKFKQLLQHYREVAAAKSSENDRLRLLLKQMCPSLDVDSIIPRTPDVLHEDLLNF
PREPL inhibitor – PREPL enzyme inhibitors, primary screen, biochemical, fluorescence polarization. 0.68% of 320,000 active. inhibition, % at 5.96 µM. AID 2751, 2010. recombinant PREPL, fluorescence polarization activity-based probe. Prolyl endopeptidase-like (Homo sapiens), Q4J6C6; in the data active = inhibition above about 43%;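 note: 0% = enzyme with DMSO and 100% = wells lacking enzyme; many of its hits are not listed in these tables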
Fh CTSL1 inh – Fasciola hepatica cathepsin L1 inhibitors, primary screen, counter-screen for PFM18AAP inhibitor project, biochemical, QFRET, fluorogenic peptide substrate | recombinant F. hepatica cathepsin L1, Z-Leu-Arg-MCA fluorescence | 0.49% of 300,000 active | inhibition, % at 5.96 µM;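 active = inhibition above the mean of all tested compounds plus 3 SD, set per screening campaign, cut at about 17% in these data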;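 note: 0% = plate median of test compound wells and 100% = 1 µM Z-Phe-Ala-diazomethylketone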
TPT1 inh – Candida albicans TPT1 enzyme inhibitors, primary screen, biochemical, fluorescence polarization | tRNA 2'-phosphotransferase TPT1 (Candida albicans SC5314) | recombinant caTPT1, FP RNA substrate dephosphorylation | inhibition, % at 5 µM | 0.81% of 300,000 active;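 active = inhibition above the mean of all tested compounds plus 3 SD, set per screening campaign, cut at about 24% in these data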;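 note: plate controls were DMSO alone for no effect and ferristatin control at 100 nM for full effect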
Starred values were filed as active, the others as inactive; . = not tested or not shown. This is a subset; count on the stated rates, not on these rows.

Values in the order – HCV core dimer | PP5 inh | PP1 inh | EBNA-1 inhibitor | Efflux pump mplx | ZTA counter | PREPL inhibitor | Fh CTSL1 inh | TPT1 inh
CCN1CCN(c2nc3c(c(=O)n(C)c(=O)n3C)n2Cc2cccc3ccccc23)CC1
 : -3.5 | 4.0 | 1.2 | 5.3 | 0.0 | -0.8 | 46.1* | -1.0 | -0.7
O=C(N/N=C/c1cccc(OC(=O)c2ccccc2Cl)c1)c1cccnc1
 : 2.2 | -2.3 | 4.7 | 6.8 | -0.2 | -6.6 | -8.5 | 5.0 | -1.5
O=C(Nc1sc2c(c1C(=O)c1ccccc1)CCCC2)c1cccnc1
 : -0.3 | 0.5 | -5.2 | -10.7 | 0.1 | -6.5 | -11.6 | -2.0 | -1.9
CCN1C(=O)c2cccc3c(NC(=O)c4ccc5c(c4)OCCO5)ccc1c23
 : -28.7 | -1.0 | 0.8 | 19.3 | -0.1 | -1.5 | 10.1 | 0.6 | 46.7*
Cc1ccc(CCNS(=O)(=O)c2cnc[nH]2)cc1
 : -5.4 | 2.2 | 5.2 | -6.8 | 0.0 | -5.9 | 1.8 | 1.9 | 2.6
COc1cc(NC(=S)N2CCN(Cc3ccccc3)CC2)cc(OC)c1
 : -2.3 | 0.9 | -1.1 | 6.9 | -0.2 | -2.3 | -3.9 | -1.2 | -0.5
NC1=NC2(CCC(c3ccccc3)CC2)n2c(nc3ccccc32)N1 (stereo not given)
 : 5.4 | 1.7 | -0.9 | -9.5 | -0.2 | 7.9 | 27.8 | 6.1 | -7.4
CSCCC(NC(=O)c1cccc([N+](=O)[O-])c1)c1nc2ccccc2[nH]1 (stereo not given)
 : 7.2 | 0.1 | -3.1 | 9.5 | 0.0 | -1.0 | -4.3 | -1.1 | 3.7
CCc1nc(NCCC(C)C)c2nnn(Cc3ccccc3)c2n1
 : 10.2 | 0.5 | 0.0 | 13.3 | -0.1 | -0.5 | -5.8 | 4.2 | -0.7
CCOc1cc(C(=O)N2CCC(CC3CC(c4ccc(Cl)cc4)=NO3)(C(=O)NCC3CCCCC3)CC2)cc(OCC)c1OCC (stereo not given)
 : 22.2 | 2.4 | 7.6 | 6.6 | 0.1 | 5.4 | 8.2 | -0.9 | -1.3
CCSc1n[nH]c2nc3c(c(=O)n12)C1(CCCCC1)Cc1ccccc1-3
 : 10.6 | -2.2 | 4.0 | -13.1 | -0.1 | -21.9 | 19.7 | 3.6 | -3.1
O=[N+]([O-])c1ccc(CN2CCN(c3ccc(Cl)cc3)CC2)o1
 : -1.5 | 0.6 | -4.6 | -8.2 | 0.5 | 9.8 | 27.5 | 5.1 | 2.2
Cc1cccc(N2CCN(C(=O)CSc3ccc4c(c3)OCCO4)CC2)c1C
 : . | 2.9 | -0.5 | . | 0.1 | -3.9 | 7.6 | . | .
COc1cc(/C=N/NC(=O)c2cc(C)oc2C)ccc1O
 : -4.3 | 2.4 | -2.9 | 1.3 | -0.1 | 3.2 | 19.1 | 3.6 | 0.7
O=C(c1ccccc1)N1CCCC(C(=O)N2CCc3ccccc3C2)C1 (stereo not given)
 : -1.6 | -1.4 | 5.1 | -6.8 | -0.2 | -7.1 | 35.0 | -0.9 | 2.3
Cc1ncc(CO)c2c1Oc1nc(-c3ccccc3F)nc(SCC(=O)N(C)c3ccccc3)c1C2
 : 53.1* | 1.3 | 8.6 | -11.0 | 0.3 | -4.2 | -26.1 | 1.0 | 2.1
CC(O)c1nc2ccccc2n1CC(=O)N1CCN(c2ccccc2)CC1 (stereo not given)
 : -5.4 | 0.8 | -0.6 | 2.4 | 0.0 | -20.8 | 28.9 | 4.3 | 4.7
COc1cc(C(=O)NNC(=O)c2ccccc2Br)ccc1OCC(=O)N1CCOCC1
 : 0.8 | -2.8 | -4.8 | -4.5 | 0.1 | -10.0 | 4.9 | 8.5 | -2.7
Cc1ccc(S(=O)(=O)NCCC(=O)N2CCCCCCC2)cc1
 : -5.2 | 1.9 | -1.1 | -7.8 | 0.0 | -10.3 | 22.9 | 1.9 | -4.0
CCC(C)(C)NC(=O)C(c1ccc(OC)cc1)N(Cc1cccs1)C(=O)CCC(=O)Nc1cc(C)on1 (stereo not given)
 : 16.1 | 1.6 | -2.2 | -5.0 | -0.1 | -4.4 | 2.1 | 3.5 | -1.6
N#Cc1cnc(SCCc2ccccc2)nc1N
 : 4.9 | 0.6 | 2.4 | 1.4 | 0.0 | -4.9 | 10.5 | -0.7 | 39.4*
Clc1cccc(Nc2ncnc3c2cnn3-c2ccccc2)c1
 : 10.8 | 5.8 | 5.0 | 0.4 | 0.1 | 12.8 | -3.6 | 7.0 | -3.8
CCC(c1nnnn1C(C)(C)C)N1CCN(C2CCCC2)CC1 (stereo not given)
 : -3.3 | 1.0 | 1.8 | -2.7 | -0.1 | -6.4 | 0.5 | -0.1 | -1.5
COc1ccc(C2C(C#N)=C(N)Oc3cc(O)ccc32)cc1Cl (stereo not given)
 : -3.4 | 2.3 | 0.1 | 8.1 | 0.0 | -21.1 | 16.3 | 3.8 | 18.8
CN(C)S(=O)(=O)c1cccc(C(=O)Nc2ccc(Cl)cn2)c1
 : -1.2 | -1.0 | -1.2 | -4.9 | 0.0 | 4.3 | 1.4 | -0.1 | 27.4*
O=C(NN1C(=O)/C(=C/c2cccs2)SC1=S)c1ccccc1
 : -6.0 | 0.9 | 0.7 | 4.9 | -0.1 | -7.8 | -2.1 | -3.6 | -0.7
Fc1cccc(NC(=S)NCCc2ccccc2)c1
 : 0.4 | -5.4 | 3.5 | -8.8 | -0.1 | -28.5 | 3.5 | 2.9 | -3.4
COc1ccccc1N1CCN(C(=O)CSc2nnc(NC(=O)C3CCC3)s2)CC1
 : -7.1 | 1.9 | -0.7 | -6.4 | 0.0 | 1.6 | -4.3 | -5.7 | -4.5
COc1ccccc1N1CCN(C(CNS(=O)(=O)c2ccc(C)cc2)c2cccnc2)CC1 (stereo not given)
 : 4.5 | 1.7 | -0.8 | -1.0 | 0.0 | -0.5 | 20.3 | 2.1 | 1.6
CCOC(=O)C1CCCN(C(=O)/C=C/c2cccc([N+](=O)[O-])c2)C1 (stereo not given)
 : -2.6 | 1.1 | -3.7 | -7.0 | 0.0 | 7.7 | 6.9 | 5.5 | -5.1

The list continues.
Values in the order – HCV core dimer | PP5 inh | PP1 inh | EBNA-1 inhibitor | Efflux pump mplx | ZTA counter | PREPL inhibitor | Fh CTSL1 inh | TPT1 inh
C=CCNC(=O)CN(Cc1ccccc1)S(=O)(=O)c1ccc(C)cc1
 : -0.8 | 0.8 | 0.5 | 12.0 | 0.1 | 4.7 | -2.4 | 0.2 | 1.3
CC(=O)c1cccc(N(C(=O)CS(=O)CC(=O)Nc2ccc(F)cc2)C(C(=O)NC2CCCCC2)c2ccc(C)o2)c1 (stereo not given)
 : 10.6 | 2.1 | -0.2 | 8.8 | 0.1 | 7.5 | 6.8 | 7.0 | 1.5
CCN(CC)CCNC(=O)c1ccc(NC(=O)C2CCN(c3ncnc4sc(C)c(C)c34)CC2)cc1
 : 3.6 | 2.5 | -3.2 | -21.0 | -0.1 | -7.8 | 9.8 | -0.7 | 0.6
CC1CCCCN1CCCNC(=O)Cn1c(=O)c2cccn2c2ccccc21 (stereo not given)
 : -2.2 | -1.8 | -3.3 | 6.4 | -0.4 | 16.4 | 0.9 | 5.5 | -3.8
O=C(NCc1ccccc1)Nc1cccn(Cc2ccc(F)cc2)c1=O
 : 4.7 | 3.0 | 0.7 | 8.1 | 0.1 | 11.8 | 0.3 | -3.1 | -0.7
N/C(Cc1cccs1)=N\OC(=O)COc1ccccc1Cl
 : 3.2 | 1.1 | -2.4 | 4.3 | 0.0 | 3.6 | -5.5 | -22.1 | -4.1
CC(C)=NN1C(c2nonc2N)=NOC1(C)C
 : -6.2 | -0.7 | -0.8 | -6.0 | 0.0 | 6.7 | 3.0 | -4.3 | -3.4
COc1ccccc1C(c1nnnn1C(C)(C)C)N1CCN(Cc2ccncc2)CC1 (stereo not given)
 : -3.0 | -0.3 | 0.5 | 10.2 | -0.2 | -5.9 | 12.6 | -1.4 | -0.1
CCn1c(SCC(=O)Nc2ccccc2C(=O)OC)nnc1-c1ccc(N)cc1
 : 3.4 | 1.3 | -1.2 | -1.7 | -0.1 | 4.2 | 8.2 | -5.8 | -0.9
CC(C)(C)NC(=O)c1cccnc1Sc1ccccc1
 : 0.9 | -1.5 | -4.4 | -9.1 | 0.0 | 5.4 | -1.8 | 3.3 | 1.9
CC(=O)Nc1cc(C(=O)N2CCCC2)ccc1Sc1ccc(Cl)cc1
 : -0.7 | -0.3 | -2.8 | 4.2 | -0.1 | 3.1 | 1.6 | -0.1 | 1.3
CCOc1ccccc1N1CCN(CC(=O)NCCc2ccc(S(N)(=O)=O)cc2)CC1
 : -11.4 | -0.6 | -2.9 | -0.6 | -0.1 | -16.8 | 8.2 | -1.2 | -4.1
CC(=O)Nc1ccc(NC(=O)CSc2nnc(NC(=O)C3CC(=O)N(c4ccc(F)cc4)C3)s2)cc1 (stereo not given)
 : 7.2 | -1.3 | -1.2 | 8.7 | 0.1 | 7.9 | 6.5 | 2.8 | -5.1
O=C(c1cc2ccccc2o1)N1CCN(Cc2ccccc2)CC1
 : 8.7 | -3.5 | 0.3 | 2.9 | 0.0 | 13.0 | -7.2 | 2.1 | 1.8
O=C(CCn1cnnn1)N1CCCC(Nc2ccc(F)cc2)C1 (stereo not given)
 : -11.3 | -0.6 | 1.1 | 7.2 | -0.1 | 3.8 | 8.2 | -1.9 | -2.4
NC(=O)C1Cc2ccccc2CN1S(=O)(=O)c1cccs1 (stereo not given)
 : 1.0 | -1.7 | 0.1 | -15.0 | 0.1 | -8.2 | 0.4 | -0.9 | 1.2
Cc1cccc(C)c1N/C=C/c1onc(C)c1[N+](=O)[O-]
 : -2.4 | 3.1 | 0.4 | 3.3 | -0.1 | -1.2 | 11.8 | 4.1 | 5.5
Cc1nc2ccccn2c1C(=O)C(=O)Nc1cc(F)ccc1F
 : -0.1 | 0.1 | -2.8 | -15.6 | 0.2 | 8.3 | 14.5 | 0.3 | 2.3
